UHRF1 MBD2 ctr = human UHRF1 methylated DNA binding inhibitors; Q96T88; 0.75% of 370,000 active; UHRF1 binding to methylated oligo, TR-FRET; inhibition, % at 4.4 µM; in the data active = inhibition above about 21%;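 also: UHRF1 SRA domain binding a hemimethylated CpG hairpin DNA probe; 0% = median of test compound wells and 100% = reference inhibitor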
TCR-CD3 inh = blocks the human TCR-CD3 interaction | TAMRA-labeled TCR probe fluorescence, biochemical | inhibition, % at 9.4 µM | 0.37% of 360,000 active; in the data active = inhibition above about 19%;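 also: recombinant mutant TCR 2C K166C tagged with TAMRA read by polarization; 0% = receptor in buffer alone and 100% = receptor with positive control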
DDE Tn6 FP inh = inhibitors of Tn6 peptide binding to human fibrin DD(E). P02675. Fibrin DD(E) TRITC-Tn6 fluorescence polarization displacement. inhibition, % at 8.3 µM. 0.21% of 370,000 active;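 active = inhibition above a per-campaign cutoff: mean of compounds within control limits plus 3 SD, cut at about 15% in these data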;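 also: 0% = median of all compound wells on the plate and 100% = blocking peptide control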
LEDGF integ inh = blocks HIV-1 LEDGF/p75-dependent DNA integration; TR-FRET IN-LEDGF/p75 DNA integration, Eu/Cy5; 0.64% of 370,000 active; inhibition, % at 3.7 µM;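 active = inhibition above the screen-wide mean plus 3 SD, cut at about 13% in these data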;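 also: signal is the Cy5 over europium emission ratio at 671 and 618 nm; 0% = plate median of compound wells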
Tn7 DDE FP = DD(E)-Tn7 binding inhibition, primary FP screen; FP displacement of FITC-Tn7 peptide from fibrin DD(E); 0% = median of compound wells per plate; 0.13% of 370,000 active; inhibition, % at 8.3 µM;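 active = inhibition above the mean of compounds falling within the control limits plus 3 SD of them, cut at about 14% in these data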;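 also: 0% = plate median of compound wells and 100% = 10 µM Aha-Tn7 peptide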
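Assay system: Fibrin-DD(E) protein isolated from polymerized human fibrin clots; read-out basis: percent inhibition; medium: Tris/NaCl/CaCl2 buffer, pH 7.8; signal: FP measurement; incubation: 10 min plus 3 h, room temperature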
proKLK7 act = activators of human kallikrein-7 zymogen | P49862 | purified proKLK7, EDANS-DABCYL substrate fluorescence; 100% is mature enzyme control, 0% vehicle | AID 652039 | activation, % at 7 µM | 0.9% of 370,000 active;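 active = activation above the mean of all tested compounds plus 3 SD, computed per campaign excluding outliers beyond control limits, cut at about 13% in these data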
MBD2 DNA inh = inhibitors of human MBD2 binding to methylated oligonucleotide | inhibition, % at 4.4 µM | 0.31% of 370,000 active | TR-FRET; in the data active = inhibition above about 13%
TDP2 absorb = blocks human TDP2 phosphodiesterase activity; inhibition, % at 12.8 µM; recombinant TDP2, T5PNP hydrolysis, p-nitrophenol absorbance 415 nm; 0.34% of 370,000 active; AID 720702;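 active = inhibition above the mean of all tested compounds plus 3 SD, set per campaign, cut at about 25% in these data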;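 also: 0% = DMSO with enzyme and 100% = buffer with substrate but no TDP2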
Target sequence (O95551 whole entry, looked up): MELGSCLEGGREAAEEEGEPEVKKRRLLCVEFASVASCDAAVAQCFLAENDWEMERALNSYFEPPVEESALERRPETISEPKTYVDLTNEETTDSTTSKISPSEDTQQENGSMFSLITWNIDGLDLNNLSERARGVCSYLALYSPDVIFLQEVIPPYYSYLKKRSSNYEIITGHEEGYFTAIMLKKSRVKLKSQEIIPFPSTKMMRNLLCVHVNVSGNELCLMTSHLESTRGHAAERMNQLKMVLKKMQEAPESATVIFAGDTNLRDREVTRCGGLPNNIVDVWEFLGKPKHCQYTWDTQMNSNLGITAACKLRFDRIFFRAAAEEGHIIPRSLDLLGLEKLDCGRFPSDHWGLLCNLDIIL
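Evaluation: % inhibition relative to enzyme-containing and enzyme-free wells. Material: recombinant human TDP2. Benchmarks: enzyme-free and DMSO wells. Timing: enzyme reaction with compound for 2 h at 37 °C. Compound dosing: 12.8 µM only. Measured by: p-Nitrophenol epi absorbance. Reagent: T5PNP substrate at 5 mM, a TopII-DNA adduct mimic. Replication: single well per compound.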
PRMT1 FP inh = blocks human protein arginine methyltransferase 1. Q99873. recombinant PRMT1, activity-based probe fluorescence polarization. inhibition, % at 2.79 µM. 1.3% of 370,000 active. AID 652257;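 active = inhibition above about 21% made by adding two undisclosed values, limit read from the data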
SIAE inh = blocks human sialic acid acetylesterase. Q9HAT2. SIAE FP-Rh probe binding, fluorescence polarization. inhibition, % at 9.66 µM. 0.69% of 370,000 active;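 active = inhibition above a cutoff: mean of compounds within the control limits plus 3 SD of those, cut at about 17% in these data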;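 also: 0% = plate median of compound wells and 100% = probe without SIAE protein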
Target sequence (Q9HAT2 whole entry, looked up): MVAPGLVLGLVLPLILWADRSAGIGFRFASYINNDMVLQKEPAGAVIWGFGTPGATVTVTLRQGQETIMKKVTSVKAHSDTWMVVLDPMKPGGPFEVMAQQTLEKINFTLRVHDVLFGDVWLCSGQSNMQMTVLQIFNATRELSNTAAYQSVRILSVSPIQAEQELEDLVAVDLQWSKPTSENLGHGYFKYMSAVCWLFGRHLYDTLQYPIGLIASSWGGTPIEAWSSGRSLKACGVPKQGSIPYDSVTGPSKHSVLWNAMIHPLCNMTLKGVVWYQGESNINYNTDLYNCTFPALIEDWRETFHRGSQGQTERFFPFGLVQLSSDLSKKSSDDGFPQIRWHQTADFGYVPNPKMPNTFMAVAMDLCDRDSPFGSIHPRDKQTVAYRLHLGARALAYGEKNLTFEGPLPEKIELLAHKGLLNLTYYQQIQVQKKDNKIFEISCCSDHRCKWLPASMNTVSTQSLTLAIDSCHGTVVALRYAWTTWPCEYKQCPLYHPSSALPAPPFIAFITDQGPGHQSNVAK
Numbers without * were called inactive; . = not tested or not shown.

SMILES	UHRF1 MBD2 ctr	TCR-CD3 inh	DDE Tn6 FP inh	LEDGF integ inh	Tn7 DDE FP	proKLK7 act	MBD2 DNA inh	TDP2 absorb	PRMT1 FP inh	SIAE inh
COc1ccc(/C=N/Nc2nccnc2Cl)c(OC)c1	-0.2	3.6	-3.0	0.7	5.9	0.1	-1.9	-5.7	-3.4	-4.0
CCCCNc1c(-c2ccc(OC)c(SC3CCCCC3)c2)nc2ccc(Cl)cn12	-0.4	-0.7	-5.0	1.3	-3.7	0.5	0.8	-3.4	1.0	4.4
COc1cc(SC)ccc1C(=O)OC(C)C(=O)NC1CCCC1 (stereo not given)	4.6	2.9	1.3	0.2	3.0	0.3	1.5	-1.3	2.7	-2.4
CCC(=O)c1ccc(OCC(=O)OCC(=O)NC2CCCC2)cc1	1.3	-6.5	-2.3	0.3	0.9	0.8	-1.1	-9.3	-2.6	-2.5
OCCNCc1cccc(OCc2ccccc2Cl)c1	-5.4	0.6	-4.6	-0.9	6.3	-0.2	-3.8	2.1	-3.0	3.0
COc1ccc(CC(=O)N/N=C(\C)c2cccc(NC(=O)C3CC3)c2)cc1	0.0	-1.2	6.4	-1.1	-4.3	0.5	2.4	2.9	-4.7	1.7
COc1ccc(NC(=O)c2sccc2SCC#N)cc1	-2.9	-0.7	-0.8	1.9	-5.2	-0.3	-4.2	-14.9	-2.1	-1.8
Cc1cc(OCC(=O)NCCc2c[nH]c3ccccc23)c2c(C)cc(=O)oc2c1	1.6	8.2	-8.7	-2.8	-0.5	0.3	-6.8	-4.2	-4.6	-0.3
COC(=O)C1=C(O)/C(=C\c2ccc(OCC(=O)Nc3ccccc3)cc2)N=C1C	2.8	-0.1	4.1	-1.9	-3.8	-0.8	3.2	5.9	1.9	-4.5
COC(=O)C1(CO)NC(c2ccc(C)cc2)C2C(=O)N(c3ccccc3)C(=O)C21 (stereo not given)	0.8	1.5	-4.7	-0.4	5.0	-0.7	-2.6	23.9	-0.2	-2.7
C=CCN=C1NC(c2ccc(F)cc2)C(C(=O)OC)=C(C)N1Cc1ccccc1C(F)(F)F (stereo not given)	2.5	2.5	-8.3	-1.2	-8.3	0.0	5.6	3.6	-2.7	-2.1
CCOC(=O)c1ccc(OCCOc2ccccc2C)cc1	1.9	4.6	-2.9	7.5	-2.4	0.1	-1.8	-23.4	-6.0	2.8
CCn1c2ccc(C)cc2c2nc3cc(C(=O)O)ccc3nc21	-7.9	1.5	9.1	1.9	-1.6	0.1	-10.9	-2.7	-0.9	-9.6
CCN1CCCSC1=S	1.0	2.0	-2.3	-1.2	3.9	0.5	2.7	6.8	0.9	4.4
CC(C)CSC1=NSC2=NC(=O)/C(=C\c3ccccc3)C(=N)N12	-0.7	-2.0	-0.8	-1.3	3.2	-0.3	-2.6	10.9	-2.0	5.1
CCCN(CC(=O)Nc1ccc(F)c(F)c1F)C(=O)c1ccc2c(c1)NC(=O)CS2	-2.2	-3.2	-4.4	2.1	-4.1	-0.1	2.2	-4.3	-1.6	-6.2
CCOC(=O)C1CCCN(CCC(=O)Nc2cccc(C)c2)C1 (stereo not given)	2.4	3.5	-0.7	-0.7	-3.0	-0.1	1.1	-2.8	1.8	2.1
CC(C)(C)c1ccc(Oc2cccc(C3CC(=O)C(C4NCCc5ccccc54)C(=O)C3n3cncn3)c2)cc1 (stereo not given)	1.5	-5.5	-2.9	4.9	-1.8	-0.2	3.7	1.9	4.8	0.1
Cc1ccc(N(CN2CCCC2=O)C(=O)c2ccc(C)c(C)c2)cc1	-1.3	4.3	2.6	0.2	0.8	0.2	-6.3	3.2	-3.9	-3.7
O=C(NCc1ccco1)c1cc2nc(-c3cccs3)cc(C(F)(F)F)n2n1	-4.2	3.9	-5.2	7.0	0.6	0.9	-4.5	-10.6	34.1*	-5.1

In the list so far, these have a thiophene ring, fused or not.
SMILES	UHRF1 MBD2 ctr	TCR-CD3 inh	DDE Tn6 FP inh	LEDGF integ inh	Tn7 DDE FP	proKLK7 act	MBD2 DNA inh	TDP2 absorb	PRMT1 FP inh	SIAE inh
COc1ccc(NC(=O)c2sccc2SCC#N)cc1	-2.9	-0.7	-0.8	1.9	-5.2	-0.3	-4.2	-14.9	-2.1	-1.8
O=C(NCc1ccco1)c1cc2nc(-c3cccs3)cc(C(F)(F)F)n2n1	-4.2	3.9	-5.2	7.0	0.6	0.9	-4.5	-10.6	34.1*	-5.1

(list continues)
SMILES	UHRF1 MBD2 ctr	TCR-CD3 inh	DDE Tn6 FP inh	LEDGF integ inh	Tn7 DDE FP	proKLK7 act	MBD2 DNA inh	TDP2 absorb	PRMT1 FP inh	SIAE inh
S=C1NC(c2cccs2)=CC(c2ccc(Br)cc2)N1 (stereo not given)	-1.9	-1.9	-5.2	0.6	-3.1	-0.3	0.4	14.8	6.3	6.0
CC12COC3(C(=O)Nc4nccs4)CC1CCC32C (stereo not given)	1.2	-1.2	1.1	0.5	0.6	-0.3	1.4	1.0	-0.8	3.4
O=C(N/N=C/c1ccc(OCC(=O)N2CCCC2)cc1)C(=O)NC1CC1	-1.2	9.8	-2.2	2.1	-8.5	-0.1	0.6	-3.0	-0.6	-5.6
Cc1ccc2nc(NCc3ccccc3)c(C=O)c(=O)n2c1	11.1	-4.7	0.5	-1.3	-3.7	-0.3	-0.8	8.6	-0.7	-1.5
Cc1cc(C)c(NC(=O)CN(C)C(C)C(=O)N2CCc3ccccc32)c(C)c1 (stereo not given)	-2.4	-1.3	-4.2	-1.8	2.6	-0.4	0.8	-2.2	-3.1	3.7
CCOc1ccccc1CN1CCN(Cc2ccc3cc(F)ccc3n2)CC1CCO (stereo not given)	2.9	0.1	-11.1	-0.8	-4.4	-0.2	3.1	-13.3	5.2	-8.5
CCC(CC)C(=O)Nc1ccc(S(=O)(=O)Nc2nccs2)cc1	-1.5	-3.4	-0.8	-3.2	6.1	0.7	1.9	0.7	1.3	-3.6
CCOc1cc(C#N)c(NC(=O)c2cccnc2)cc1OCC	1.5	1.6	4.5	-0.8	4.1	0.3	3.5	-2.2	-0.7	2.7
O=C(Nc1ccccc1)N1CCN(c2ncccn2)CC1	1.4	3.1	-0.4	-2.1	-2.9	0.0	2.2	4.5	0.7	1.0
CN(CC(=O)NC1CCCCC1)S(=O)(=O)c1ccc(Br)s1	-2.4	0.9	11.0	2.0	-9.0	0.8	-7.1	-3.0	1.1	-3.5
Cc1cccc(C)c1NC(=O)C1CCN(C(=O)c2cccs2)CC1	1.8	-7.8	3.1	1.1	-3.7	0.0	-1.3	-21.3	-2.3	-0.7
Clc1ccc(-c2c(C3=NCCCN3)nnn2-c2ccc(Cl)cc2)cc1	-3.8	-3.5	-0.5	4.4	-0.4	-0.1	-3.8	6.2	-2.8	-1.9
COc1ccccc1C1CC(=O)Oc2cc(C)c(Br)c(C)c21 (stereo not given)	-3.2	1.6	-3.4	3.0	2.1	-0.5	-1.5	-1.9	0.7	-17.3
COC(=O)c1ccc(CNC(=O)COC(=O)c2ccc(N(C)C)cc2)cc1	-0.5	7.3	6.0	-3.6	2.5	0.9	1.7	-13.1	-1.8	5.4
CC(C)(CN=C1NS(=O)(=O)c2ccccc21)CNC(=O)c1ccccc1	0.5	-2.2	0.6	-2.4	-9.2	-0.1	-2.2	5.0	1.1	3.8
C[C@H](CO)N1C[C@H](C)[C@@H](CN(C)C)Oc2c(NC(=O)Cc3ccccc3)cccc2C1=O	1.3	-3.2	6.8	-1.3	-1.9	0.5	-1.6	-7.3	0.1	3.6
COc1ccc(-c2[nH]ncc2/C=N/NC(=O)c2cccc([N+](=O)[O-])c2)cc1OC	-1.4	1.5	-5.6	-1.8	-2.0	-0.3	-0.3	0.4	-4.8	-7.5
CC1CCCC(NC(=O)C2N(CCCN3CCCC3)C(=O)C3C(C(=O)Nc4ccc(Cl)cc4)C4C=CC32O4)C1C (stereo not given)	4.7	-0.2	-3.5	1.9	3.0	-0.7	7.4	-4.1	4.4	10.8
CC1CCN(C(=O)CSc2nc3ncccc3[nH]2)CC1	-0.1	8.7	7.1	-2.0	2.7	1.5	0.0	-9.1	2.7	-12.0
COc1ccc(-n2c(-c3ccccc3)nc(=S)c3c2CCCC3)cc1	-0.2	-0.5	0.8	1.3	0.4	0.2	-4.0	4.8	0.1	-0.2
COc1ccc(CNC(=O)c2ccccc2SC)cc1	0.6	10.6	3.0	-0.1	0.3	0.4	1.0	2.6	-0.8	7.3
COC(=O)c1cc2c(C)[nH]c(C)c2cc(C(=O)OC)c1=O	-8.6	-1.1	5.0	-2.3	5.3	5.9	-6.8	11.2	19.9	-0.3
Cc1csc(Cn2c(CN(C)C)nc3ccccc3c2=O)n1	-1.3	-1.8	-0.7	0.8	-1.4	0.4	-2.6	5.2	1.3	-2.7
CCCC(C(=O)NCc1ccc(OC)cc1)N(Cc1ccco1)C(=O)c1snc(C(N)=O)c1N (stereo not given)	-2.5	-2.0	3.0	2.7	1.2	0.8	2.1	9.2	-5.7	1.9
CCCn1c(SCC(=O)NCc2ccco2)nc2c1c(=O)n(C)c(=O)n2C	0.4	-0.3	-5.6	-3.4	-1.6	0.3	1.3	6.6	1.4	2.1
COc1ccc(NC(=O)N2CCCCC2)cc1	-3.0	4.0	-12.3	2.9	10.9	-0.2	1.8	18.3	-1.1	-0.7
CCO[C@@H]1OC(C(=O)N2CCN(Cc3ccccc3)CC2)=C[C@H](C2CC2)[C@H]1CCCO	1.8	-3.7	-6.3	1.4	-5.6	0.4	-5.8	7.5	-1.9	16.9
CCc1c(C)nc2ccc(Br)cc2c1SCCC#N	2.4	-1.4	-2.5	-5.7	-1.1	0.2	-2.2	-8.6	3.2	7.3
COC(=O)[C@]12C[C@H](CC(=O)NCc3cccc(C(F)(F)F)c3)C(=O)N(Cc3ccco3)C1=C[C@H](C1CCCC1)O[C@@H]2C	-0.4	.	9.1	2.3	-5.0	0.7	6.0	-13.3	-8.2	-4.6
COC(=O)C1=C(C)N=C2SCCC(=O)N2C1c1cccs1 (stereo not given)	3.1	-3.5	2.0	3.3	6.8	0.9	4.5	3.0	-2.1	-4.1
CCCNC(=O)c1onc(CSc2ccccc2)c1C(=O)NCCC	4.4	4.6	0.8	3.0	-2.3	0.0	-10.7	-3.8	-6.0	-5.3
O=C(CSc1nc(O)cc(=O)n1-c1ccccc1)c1ccc(Br)cc1	-0.6	-1.2	6.0	-3.4	-0.6	-0.6	0.8	4.0	-1.0	-17.3
COc1ccc(Cl)cc1CC=NNC(=O)c1cccc(C)c1O	-4.3	4.0	-5.9	-3.3	-0.7	-0.3	1.5	-0.1	1.3	-7.6
CSc1ccc(C(=O)C2CCCN(C(=O)Cc3nonc3C)C2)cc1 (stereo not given)	-1.8	2.4	3.3	1.4	3.4	1.0	-0.1	6.1	-1.5	-4.3

Printed as active in PRMT1 FP inh (from the list above):
SMILES	UHRF1 MBD2 ctr	TCR-CD3 inh	DDE Tn6 FP inh	LEDGF integ inh	Tn7 DDE FP	proKLK7 act	MBD2 DNA inh	TDP2 absorb	PRMT1 FP inh	SIAE inh
O=C(NCc1ccco1)c1cc2nc(-c3cccs3)cc(C(F)(F)F)n2n1	-4.2	3.9	-5.2	7.0	0.6	0.9	-4.5	-10.6	34.1*	-5.1
